Screens from PubChem BioAssay.
C-LANA FP = inhibitors of KSHV LANA C-terminal domain DNA binding. 340,000 compounds, 0.078% hits. inhibition, % at 9 µM. MBP-C-LANA/FAM-LBS DNA binding, fluorescence polarization;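 active means highest replicate inhibition at or above 60% at 9 µM, even if other replicates fall short; inactive means all replicates below 60% inhibition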;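 further: 0% = neutral control wells and 100% = 4 µM acridine orange control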
PvdQ acylase = blocks Pseudomonas aeruginosa PvdQ acylase activity | purified PvdQ acylase, fluorescence plate reader | inhibition, % at 10 µM | 340,000 compounds, 0.063% hits; in the data active means inhibition above about 30%, passing the limit was not always enough;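 further: 0% = vehicle neutral wells and 100% = reference inhibitor wells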
Cardiac RTF inh = cardiac RTF calcium desensitization; IANBD-labeled cardiac RTF, Ca2+ fluorescence; inhibition, % at 7.15 µM; 340,000 compounds, 0.12% hits; AID 493244;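 active means inhibition above the mean inhibition of all tested compounds plus 3 SD, cut at about 17% in these data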;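 further: assay run at fixed EC70 calcium of 1.6 mM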
NSD2 HMT inh = inhibitors of human histone methyltransferase NSD2 | NSD2 peptide methylation, AlphaScreen, 120 min | inhibition, % at 12.5 µM | 310,000 compounds, 0.54% hits; in the data active means inhibition above about 50%
SUMO Mot1 rescue = SUMOylation pathway inhibition by Mot1-301 growth rescue. S. cerevisiae Mot1-301 growth rescue, ATP luminescence, 38.5C; percent above DMSO median, 100 means doubled. growth rescue, % at 18.8 µM. 320,000 compounds, 1% hits;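 active means every valid replicate shows activation above 250% relative to neutral control wells; inactive means the rest, any valid replicate at or below 250%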;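 further: OY570 slx delta 5 strain wells were the positive control but not used for scaling; some compounds called inactive have numbers as strong as hits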
RTF Ca sens act = cardiac RTF calcium sensitization | IANBD-labeled TnC RTF fluorescence at EC20 calcium; 0% EC20 calcium, 100% full calcium | P19429+P45379 | 340,000 compounds, 0.24% hits | activation, % at 7.2 µM | AID 493008;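 active means activation above the mean over all tested compounds plus 3 SD, cut at about 30% in these data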;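 further: rise in fluorescence read as greater calcium sensitivity of cardiac thin filaments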
Rtt109 Vps75 = inhibitors of Candida albicans Rtt109/Vps75 histone acetyltransferase; purified Rtt109/Vps75, ThioGlo CoA-SH fluorescence, 4 h; inhibition, % at 34.9 µM; Q5AAJ8; 330,000 compounds, 0.16% hits;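 active means inhibition of at least 50% in every replicate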
Target sequence (Q5AAJ8 whole entry, looked up): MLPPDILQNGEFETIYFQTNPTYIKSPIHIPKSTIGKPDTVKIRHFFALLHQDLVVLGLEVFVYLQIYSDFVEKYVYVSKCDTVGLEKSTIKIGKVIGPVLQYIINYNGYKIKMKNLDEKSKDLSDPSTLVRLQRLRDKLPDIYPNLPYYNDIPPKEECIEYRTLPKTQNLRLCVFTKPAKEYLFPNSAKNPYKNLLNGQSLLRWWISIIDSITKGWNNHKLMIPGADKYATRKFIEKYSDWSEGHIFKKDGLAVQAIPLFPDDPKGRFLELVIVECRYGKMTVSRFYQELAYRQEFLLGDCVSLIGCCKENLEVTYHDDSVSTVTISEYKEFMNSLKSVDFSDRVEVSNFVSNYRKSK
CDK5 inh = inhibitors of human CDK5/p35 kinase. Recombinant CDK5/p35, ADP-Glo luminescence, 60 min. inhibition, % at 10 µM. Q00535+Q15078. 330,000 compounds, 0.01% hits;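 active means highest replicate inhibition of at least 50% and at least 75% of replicates reaching 50%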;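 further: plate controls were DMSO neutral control for no effect and GW8510 at 10 µM for full effect; many of its hits are not listed in these tables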
PfHsp90 yeast 2 = inhibits growth of yeast expressing Plasmodium falciparum Hsp90; S. cerevisiae expressing PfHsp90, BacTiter-Glo ATP, 48 h; yeast lacking PDR1 and PDR3 efflux regulators; inhibition, % at 9.4 µM; 310,000 compounds, 0.32% hits;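 active means every replicate shows inhibition above about 80%, whatever the replicate mean, limit read from the data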;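 further: 0% = DMSO neutral controls and 100% = 20 µM radicicol positive controls; yeast relying on Plasmodium falciparum Hsp90 in place of its own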
Keap1 Nrf2 FP = Keap1-Nrf2 (human) interaction inhibition; Q14145; Keap1 Kelch-Nrf2 peptide fluorescence polarization, 1536-well; inhibition, % at 9.4 µM; 340,000 compounds, 0.15% hits; AID 504523; in the data active means inhibition above about 12%;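 further: human Keap1 Kelch domain with fluorescein labeled Nrf2 9mer peptide probe; 0% = neutral control wells and 100% = peptide positive control; higher means more block of Keap1 binding to Nrf2 peptide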
dFosB act = mouse delta FosB homodimer activation | P13346 | purified delta FosB, TAMRA-CDK5 oligo fluorescence polarization; percent of positive-control signal above neutral wells | activation, % at 25 µM | 340,000 compounds, 0.99% hits | AID 493131;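 active means mean activation above about 17%, with every replicate also reaching it, limit read from the data, passing the limit was not always enough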;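 further: fluorescence polarization rise as delta FosB binds a TAMRA Cdk5 AP-1 oligo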
Target sequence (P13346 whole entry, looked up): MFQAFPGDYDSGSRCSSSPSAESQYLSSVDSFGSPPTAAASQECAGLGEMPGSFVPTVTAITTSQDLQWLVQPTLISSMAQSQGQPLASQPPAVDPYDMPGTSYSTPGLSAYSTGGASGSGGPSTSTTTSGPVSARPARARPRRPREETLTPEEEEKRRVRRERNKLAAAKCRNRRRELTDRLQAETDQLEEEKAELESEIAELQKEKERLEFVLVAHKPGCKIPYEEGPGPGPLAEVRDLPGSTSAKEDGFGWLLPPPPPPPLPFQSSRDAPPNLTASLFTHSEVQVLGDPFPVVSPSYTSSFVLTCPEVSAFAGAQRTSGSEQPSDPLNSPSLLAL
Numbers without * were called inactive; · = no result given.

entry	molecule	C-LANA FP	PvdQ acylase	Cardiac RTF inh	NSD2 HMT inh	SUMO Mot1 rescue	RTF Ca sens act	Rtt109 Vps75	CDK5 inh	PfHsp90 yeast 2	Keap1 Nrf2 FP	dFosB act
1	CCCCn1c(=O)[nH]c(=O)c2c1nc(-c1ccc(C(F)(F)F)cc1)n2C	0.1	-4.3	-5.3	-3.8	-12.6	7.1	-7.0	-0.6	·	-3.4	-4.3
2	CSc1ccccc1OCc1cc(C(=O)N(C)C(C)c2nc(C)cs2)no1 (configuration not stated)	0.5	-8.8	-3.4	2.1	4.3	-0.8	-0.5	-1.3	6.1	6.0	-9.5
3	CCOc1ccc(C(C(=O)NC2CCCCC2)N(C(=O)c2ccco2)c2ccc(-n3cnnn3)c(C)c2)cc1 (configuration not stated)	1.5	-4.6	-0.4	-2.6	-7.4	13.5	7.2	0.2	1.3	-4.5	4.5
4	O=C(Nc1ccc2c(c1)OCO2)N1CCN(c2ncccn2)CC1	-0.3	-8.9	-9.4	-2.4	5.1	-6.4	-4.1	1.4	·	-2.1	-7.6
5	Cc1ccc(C(=O)CC(C(=O)O)P(=O)(c2ccccc2)c2ccccc2)cc1 (configuration not stated)	0.6	-5.8	-1.9	2.4	0.2	-4.2	0.3	-0.1	15.8	-3.9	0.8
6	Cc1ccc(-c2nc3ncccc3o2)cc1NC(=S)NC(=O)c1ccco1	0.7	-5.1	-2.9	0.9	16.3	-8.5	-6.1	0.6	13.4	-5.7	-19.7
7	Cc1cc(NC(=O)CN(C)CCOc2ccccc2)ccc1Br	-0.1	-7.4	-15.9	19.8	-11.1	3.9	-5.1	1.2	12.1	-2.4	-4.4
8	CCOc1ccc(S(=O)(=O)N2CCCCC2)cc1NC(=O)CC1OC(=O)c2ccccc21 (configuration not stated)	0.1	-9.1	-3.9	-0.5	-0.6	-5.6	3.9	1.3	-0.1	-1.0	2.7
9	CCN(CC)c1ccc(NC(=O)/C=C/c2cc(Br)ccc2OC)cc1	0.0	4.5	-4.8	2.6	76.1	-0.9	22.3	-0.2	2.3	-7.1	-17.4
10	C#CCOC(=O)CCCC(=O)Nc1ccccc1OC	-1.0	1.9	4.2	-1.4	-9.1	-3.7	-3.6	-0.5	-8.7	-1.9	7.6
11	N#CC1=C(N)N(c2ncn[nH]2)C2=C(C(=O)CCC2)C1c1ccccc1 (configuration not stated)	0.6	-29.4	-4.9	-6.2	18.9	6.3	-3.9	-5.7	-13.0	-2.5	-2.1
12	Cc1cc(C(=O)Nc2ccccc2N2CCOCC2)c(C)o1	0.6	-4.4	-0.8	1.0	10.3	-3.9	0.0	-0.3	-17.0	-3.3	1.5
13	Cc1ccc(NC(=O)CCOc2ccccc2C)cc1C	0.4	-9.7	-11.2	12.3	20.6	3.0	-21.4	-0.6	-11.4	-3.4	-9.6
14	Nc1[nH]n2c(=O)c3c(nc2c1N=Nc1ccc(Cl)cc1)CCCC3	-0.6	-15.2	-4.7	10.4	-10.8	-3.4	3.4	-0.1	-30.8	-3.0	-10.3
15	Nc1ncc(Br)cc1S(=O)(=O)NCCC(=O)NCc1ccc(F)cc1	-0.8	-9.9	-8.1	-3.1	0.9	7.2	-2.3	0.1	0.8	-2.3	-12.6
16	O=C(CN1CCCCC1)N/N=C/c1ccccc1Br	1.3	6.5	-1.1	-1.2	-17.7	-1.6	3.5	1.9	-19.4	1.1	3.1
17	OCc1nnc2c3ccccc3c(-c3ccccc3)nn12	-0.2	6.7	0.8	-17.6	18.8	1.1	·	2.5	-5.4	-2.1	-10.6
18	O=C(NCC(c1ccco1)N1CCCC1)c1cc2ccccc2s1 (configuration not stated)	-1.3	-0.5	-13.0	4.0	-0.3	-5.5	-0.5	-0.4	2.7	-11.7	-2.4
19	O=C(Nc1cccc(C(=O)O)c1)/C(=C\c1ccc2c(c1)OCO2)NC(=O)c1ccc(Br)o1	-0.6	-5.5	-5.2	-3.8	3.1	6.1	1.1	-3.6	2.2	-2.4	-5.6
20	CC(=O)Nc1ccc(C(=O)/C=C/c2ccc[nH]2)cc1	-3.0	2.2	0.9	1.8	-2.1	2.0	6.3	0.8	0.5	-2.7	-0.1
21	Cc1ccc2c(c1)/C(=C/c1ccccc1)C(=O)N2	-1.4	-9.0	5.8	9.5	-6.7	-2.1	-10.6	-0.2	-99.3	-3.3	-29.1
22	CC(C)CN(C(=O)CSc1n[nH]c(-c2cccs2)n1)C1CCS(=O)(=O)C1 (configuration not stated)	0.3	-1.7	-0.5	-2.5	11.8	-6.2	12.9	0.4	15.3	-7.4	-4.3
23	O=C(NC1CCCCC1)C1CC(=O)N(c2cccc([N+](=O)[O-])c2)C1 (configuration not stated)	0.7	-6.9	-4.9	-4.1	-4.6	-5.2	3.5	0.4	-20.9	-6.7	-0.5
24	COc1ccc(CC(=O)NCC(=O)N/N=C/c2sccc2C)cc1	0.0	0.3	-5.8	0.0	1.6	0.8	-1.1	0.4	10.6	1.7	4.1
25	O=Cc1ccccc1OCCN1CCCC1=O	0.2	-11.4	-3.2	-5.5	734.1*	-0.2	-4.0	-0.6	-4.1	0.6	0.0
26	CN(C)c1ccc(C(=O)OCC(=O)NCC2CCCO2)cc1 (configuration not stated)	1.9	-7.8	-4.3	1.0	-21.5	0.6	10.0	2.0	-26.3	-7.5	-7.4
27	COc1ccc(C(CCN2CCCC(C)C2)c2c(OC)cc(OC)c3c(-c4ccccc4)cc(=O)oc23)cc1 (configuration not stated)	0.7	-9.3	-0.7	·	-5.4	9.4	6.6	-1.8	4.4	-2.5	-4.8
28	COC(=O)c1cn(NC(=O)c2cc([N+](=O)[O-])ccc2F)c(=O)c2ccccc12	-0.9	-1.1	3.1	-3.1	-7.3	-0.3	4.1	-0.7	·	-6.3	-3.6
29	COc1ccc(NC(=S)NCCc2ccc(S(N)(=O)=O)cc2)c(OC)c1	0.1	-8.4	-7.2	2.5	379.4	2.6	-7.1	-5.7	-14.7	-4.9	-3.1
30	Cn1c(CNC(=O)c2ccc3c(c2)OCO3)nnc1SCC(=O)Nc1ccccc1Cl	1.3	-14.1	-9.4	0.3	-5.2	-4.1	-8.0	-0.8	-10.5	-5.1	-6.8
31	O=C(CSc1nnc(-c2ccc([N+](=O)[O-])cc2)o1)Nc1ccccn1	-0.8	-10.1	1.9	-1.9	26.3	1.5	·	1.0	-19.7	-3.5	13.1
32	O=C(N/C(=C/c1ccco1)C(=O)N1CCOCC1)c1ccc([N+](=O)[O-])cc1	-2.9	-2.6	-1.4	0.1	·	3.5	11.3	1.3	-4.9	-0.9	1.4
33	CC(C)OC(=O)CCC(=O)Nc1nc2ccccc2s1	-0.9	4.2	-3.8	14.3	1.0	2.1	-3.7	0.8	-25.5	-0.5	-5.8
34	CCOc1ccc(NS(=O)(=O)c2ccc(C(=O)NC3CCC(O)CC3)cc2)cc1 (configuration not stated)	0.7	0.7	-3.4	-1.1	15.0	-5.7	-2.7	-2.5	16.8	-5.4	-3.3
35	O=C(Cc1ccccc1)NC(NNc1ccccc1)(C(F)(F)F)C(F)(F)F	0.9	-0.7	-3.8	-2.0	-11.9	-4.4	-9.7	-0.1	1.0	5.1	6.3
36	CC(=O)c1ccc(S(=O)(=O)NCCC(=O)OC(C)C(=O)Nc2ccc(F)cc2)cc1 (configuration not stated)	3.1	-14.0	-5.0	16.7	12.3	-6.7	-27.6	-0.1	-3.2	-5.8	7.6
37	NC(=O)COC(=O)CC1CC2CCC1C2 (configuration not stated)	0.6	3.2	3.7	0.2	-1.6	-1.9	-2.2	-9.6	-5.0	-0.8	4.1
38	O=C(c1cccc([N+](=O)[O-])c1)N1CCN(c2n[nH]c(=O)[nH]c2=O)CC1	-1.5	-7.2	-11.9	26.9	135.0	-2.7	-1.5	-0.6	-0.4	0.3	7.2
39	CC(C)(C)c1nnc(NS(=O)(=O)c2ccc([N+](=O)[O-])cc2)s1	-0.8	-7.7	-1.6	0.2	-8.2	-7.5	-5.7	0.3	-2.5	-1.1	1.6
40	Cc1cccc(C(=O)Nc2ccc3c(c2)nc(C)n3C)c1	3.7	-14.2	0.3	1.1	6.9	-0.2	5.9	-1.6	2.1	-3.8	-3.9
41	COc1cccc(CNC(=S)Nc2cc(C)ccc2C)c1	-0.9	-3.9	-4.9	6.2	-7.4	-4.5	3.2	1.1	-42.5	-2.2	7.6
42	CC(=O)Nc1cccc(C(=O)N2CCN(Cc3ccccc3)CC2)c1	2.1	11.2	-2.2	10.5	-0.8	-4.3	1.8	1.1	9.9	1.9	-0.8
43	CCc1cc[n+](C2=C([O-])c3ccccc3C(=O)/C2=N\S(=O)(=O)c2cccs2)cc1	9.8	4.2	1.5	82.5*	-16.6	-4.0	4.5	1.2	-16.7	-3.8	-2.4
44	O=C(CSc1ccc(-c2cccnc2)nn1)N1CCCC1	0.8	-5.7	13.8	52.5*	-5.9	-3.1	2.6	0.2	15.0	-1.1	-2.8
45	C=CC[C@H](CC(=O)N(CCO)Cc1ccccc1)C(=O)NC[C@@H](OC(=O)[C@@H](CC=C)Cc1ccc(F)cc1)c1ccccc1	1.7	5.9	7.5	·	11.7	-5.8	13.7	-2.6	0.5	-4.7	3.9
46	Cc1ccc(S(=O)(=O)N(CC(=O)Nc2ccc(C(N)=O)cc2)C(=O)N2CCN(C)CC2)cc1	-0.4	-6.4	10.4	2.1	-0.1	-3.0	-0.4	-1.4	-21.1	3.3	4.9
47	O=C(NCc1ccco1)c1c(O)c2cccc3c2n(c1=O)CCC3	-1.2	1.1	2.3	-0.4	·	0.5	-0.1	-1.9	1.5	3.4	5.0
48	CCCCc1cc(O)c(CCCC)c(O)c1	6.0	-12.7	0.0	4.9	-3.5	-3.9	0.8	-0.6	7.8	-6.1	-6.2
49	COc1ccccc1NC(=O)c1nnn(CC(=O)Nc2ccccc2)c1N	1.0	-2.5	-12.3	2.9	0.4	0.2	-0.8	0.3	0.9	0.7	0.5
50	CC12CCC(=O)N1C(C(=O)N1CCN(S(=O)(=O)c3ccc(F)c(F)c3)CC1)CS2 (configuration not stated)	1.1	-11.6	-16.3	19.2	-10.3	-0.6	-7.2	2.0	-11.0	3.6	1.6
51	COc1ccc(N=Cc2c(O)cc(C)oc2=O)cc1	0.0	2.7	-4.5	-0.3	42.8	5.2	12.4	-0.9	15.9	-0.5	3.8
52	Cc1ccccc1-c1nc2ccccc2c(=O)n1/N=C/c1ccc([N+](=O)[O-])cc1	-0.6	5.2	0.9	0.0	2.9	4.5	30.4	3.8	3.9	-3.8	-1.6
53	CCCNC(=O)c1csc(Nc2cccc3ccccc23)n1	0.6	1.0	5.6	0.6	123.5	-8.8	-8.6	1.9	7.1	-0.3	-5.8
